Screening data from PubChem BioAssay.
SMARCA2 act: SMARCA2 (BRM) function activators, primary screen, cell-based, luminescence, high throughput; activation, % at 9.1 µM; MG213 cells, MMTV-luciferase reporter, dexamethasone, overnight; 1% of 370,000 active; in the data active means activation above about 7.8%;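 further: 0% = vehicle wells and 100% = reference activator wells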
GC-A act: GC-A stimulated cGMP production enhancers – HEK293 GC-A cells, cGMP TR-FRET, EC30 ANP, primary screen; 0% at EC30 ANP, 100% saturating ANP; activation, % at 10 µM; 0.14% of 370,000 active; AID 1671463, 2021; in the data active means activation above about 40%
DAX1 inh-1: DAX1 (NR0B1) inhibitors, primary screen, cell-based, HEK293, Gal4-DAX1, luciferase luminescence; AID 504766, 2011; Nuclear receptor subfamily 0 group B member 1 (Homo sapiens), P51843; HEK293 Gal4-DAX1 luciferase reporter; inhibition, % at 6.75 µM; 0.99% of 340,000 active;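 active means inhibition above the mean over all tested compounds plus 3 SD, cut at about 4.2% in these data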;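 further: 0% = DAX1-transfected cells with DMSO and 100% = empty-vector control cells with DMSO; inhibition shows as a rise in luminescence from relieved DAX1 repression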
Target sequence (P51843 207-470 limits assumed): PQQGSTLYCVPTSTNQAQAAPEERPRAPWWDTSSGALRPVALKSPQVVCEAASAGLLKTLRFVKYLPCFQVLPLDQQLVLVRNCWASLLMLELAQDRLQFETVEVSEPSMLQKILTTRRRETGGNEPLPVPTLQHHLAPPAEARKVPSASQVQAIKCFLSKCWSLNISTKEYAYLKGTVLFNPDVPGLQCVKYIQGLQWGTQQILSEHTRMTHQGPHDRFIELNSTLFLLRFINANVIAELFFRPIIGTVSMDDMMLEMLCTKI
sPLA2-III inh: human group III sPLA2 inhibitors, primary screen, biochemical, QFRET, BODIPY PC-A2 liposome substrate. QFRET BODIPY PC-A2 liposome hydrolysis, fluorescence. 0.56% of 370,000 active. Group 3 secretory phospholipase A2 (Homo sapiens), Q9NZ20. inhibition, % at 12.2 µM. AID 743126, 2013;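 active means inhibition above mean plus 3 SD of compounds lying within the high and low control bounds, cut at about 19% in these data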;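 further: 0% = median of test compound wells and 100% = no enzyme DMSO wells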
Target sequence (Q9NZ20 whole entry, looked up): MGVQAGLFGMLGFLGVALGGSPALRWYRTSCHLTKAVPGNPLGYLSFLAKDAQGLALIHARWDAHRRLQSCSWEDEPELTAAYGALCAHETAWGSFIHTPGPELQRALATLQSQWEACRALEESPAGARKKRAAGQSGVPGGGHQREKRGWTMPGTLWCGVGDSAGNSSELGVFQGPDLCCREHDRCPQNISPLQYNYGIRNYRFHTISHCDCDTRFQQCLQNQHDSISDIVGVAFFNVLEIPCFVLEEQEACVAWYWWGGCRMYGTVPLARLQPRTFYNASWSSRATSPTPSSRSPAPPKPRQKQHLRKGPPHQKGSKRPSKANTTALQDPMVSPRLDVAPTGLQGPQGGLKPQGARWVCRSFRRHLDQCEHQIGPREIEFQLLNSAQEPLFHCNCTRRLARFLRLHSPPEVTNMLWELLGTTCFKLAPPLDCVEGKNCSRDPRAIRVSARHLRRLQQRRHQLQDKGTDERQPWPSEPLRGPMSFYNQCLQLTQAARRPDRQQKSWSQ
hcDAF12 agonist: H. contortus DAF-12 nuclear receptor activators, primary screen, cell-based, luminescence, HEK293, lit1-tk-luc reporter | HEK293 hcDAF-12 lit1-tk-luc reporter; 0% DMSO, 100% Δ7-dafachronic acid | activation, % at 6.8 µM | 1.4% of 370,000 active;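 active means activation above the mean of all tested compounds plus 3 SD, cut at about 5.5% in these data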;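 further: 100% = response to 3 µM Δ7-dafachronic acid high control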
DAX1 inh-2: DAX1 (NR0B1) inhibitors on StAR promoter, primary screen, cell-based, luminescence, SF-1 (NR5A1), full-length DAX-1; HEK293T StAR-luciferase reporter, SF-1/DAX-1 repression relief; inhibition, % at 6.8 µM; 1.1% of 370,000 active; AID 652010, 2013;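 active means inhibition above the mean over all tested compounds plus 3 SD, cut at about 3.6% in these data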;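 further: 0% = DAX-1 cells with DMSO and 100% = cells lacking DAX-1 with DMSO; higher inhibition means more luminescence from relief of DAX-1 repression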
GC-B act: human GC-B receptor activators, primary screen, HEK293 GC-B cells, cGMP TR-FRET, EC30 CNP; 0% at EC30 CNP, 100% saturating CNP; 0.11% of 370,000 active; activation, % at 10 µM; Atrial natriuretic peptide receptor 2 (Homo sapiens), P20594;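 active means activation at 10 µM reaching about 35% in either raw or pattern-adjusted values, limit read from the data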
hgDAF-12 ag: H. glycines DAF-12 receptor agonists, primary screen, cell-based, luminescence, HEK293, GAL4 fusion, UAS-luciferase. AID 687014, 2013. HEK293 GAL4-hgDAF12 UAS-luciferase reporter, agonist luminescence; normalized to butyrate control. 1.8% of 370,000 active. activation, % at 6.8 µM;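 active means activation above a cutoff set at the mean of all screened compounds plus 3 SD, cut at about 10% in these data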;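 further: 0% = DMSO wells and 100% = sodium butyrate wells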
proKLK7 act: proKLK7 zymogen activators, primary screen, biochemical, fluorescence intensity | Kallikrein-7 (Homo sapiens), P49862 | purified proKLK7, EDANS-DABCYL substrate fluorescence; 100% is mature enzyme control, 0% vehicle | activation, % at 7 µM | 0.9% of 370,000 active;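 active means activation above the mean of all tested compounds plus 3 SD, computed per campaign excluding outliers beyond control limits, cut at about 13% in these data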
Target sequence (P49862 whole entry, looked up): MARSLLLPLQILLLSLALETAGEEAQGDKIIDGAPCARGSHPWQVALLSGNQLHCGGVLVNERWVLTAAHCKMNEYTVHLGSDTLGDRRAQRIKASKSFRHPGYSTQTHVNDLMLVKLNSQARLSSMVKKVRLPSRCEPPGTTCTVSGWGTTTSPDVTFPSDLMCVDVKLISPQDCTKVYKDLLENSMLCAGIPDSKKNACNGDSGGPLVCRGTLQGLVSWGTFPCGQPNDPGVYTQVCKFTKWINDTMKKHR
GAA850 FXN act: FXN promoter activators, primary screen, cell-based, luciferase luminescence, HEK293 lucGAA850. HEK293 lucGAA850 FXN promoter luciferase reporter, 24 h; percent of 10 µM SAHA response. activation, % at 6 µM. 0.56% of 360,000 active. AID 540364, 2011;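 active means activation above the average of all compounds screened plus 3 SD, cutoff fixed separately per campaign, cut at about 7.5% in these data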;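 further: 0% = DMSO wells and 100% = 10 µM SAHA wells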
ssDAF-12 act: S. stercoralis DAF-12 nuclear receptor activators, primary screen, cell-based, luminescence, HEK293, GRIP1 co-expression, lit1-tk-luc | HEK293 ssDAF-12/GRIP1 lit1-tk-luc reporter; % of 3 µM dafachronic acid response | AID 652126, 2013 | 1% of 370,000 active | activation, % at 6.8 µM;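 active means activation above the mean over all tested compounds plus 3 SD, cut at about 0.9% in these data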;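 further: 0% = DMSO-only wells and 100% = 3 µM delta7-dafachronic acid wells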
* marks the source's active call; other numbers are inactive results; nt = no result given.

SMILES	SMARCA2 act	GC-A act	DAX1 inh-1	sPLA2-III inh	hcDAF12 agonist	DAX1 inh-2	GC-B act	hgDAF-12 ag	proKLK7 act	GAA850 FXN act	ssDAF-12 act
Cc1cc(C)cc(NC(=O)c2ccc(CSc3nnnn3C)cc2)c1	1	-1	0.1	-6	-0.2	0.8	-2	1.7	-0.2	-0.8	-1.3
CCCCCCN1CCN(C2CN(CCCC)S(=O)(=O)C2)CC1 (configuration not stated)	8.7*	0	nt	-1	0.6	-0.7	-4	-0.1	0.1	nt	-0.8
Cc1nnc(SCC(=O)N(C)Cc2ccccc2)[nH]c1=O	-4	0	-0.2	4	-1.5	0.3	3	-0.6	-0.1	2.9	-1.6
Cc1ccc(C(=O)Nc2ccccc2N2CCCCC2)cc1S(=O)(=O)N1CCOCC1	-2	-3	-2.6	6	0.1	0.4	-6	0.4	-0.2	-0.3	-0.8
CCOC(=O)c1nnn(CC(=O)N2N=C(c3ccccc3)CC2c2ccccc2)c1C(=O)OCC (configuration not stated)	0	0	5.1*	-2	-0.3	0.1	-8	-0.6	0.3	-2.5	-0.8
COc1ccc2c(CCNC(N)=S)c[nH]c2c1	1	1	-2.0	11	-1.6	0.5	-3	1.3	0.7	0.6	-0.7
O=C1CSCN1c1ccc(Cl)c(Cl)c1	2	-4	-1.1	0	-1.5	0.1	-1	4.1	-0.1	2.8	-1.0
Cc1ccc(NC(=O)Cn2cc(C=O)c3ccccc32)cc1	2	1	-2.8	-13	-0.6	-1.3	-2	-0.5	0.7	-1.7	-1.2
COc1cc(OC)cc(C(=O)NCC2CCCO2)c1 (configuration not stated)	1	-1	0.8	11	-0.9	-0.1	2	-0.5	0.2	1.3	-0.8
CCCN(c1ccc(C(=O)OC)cc1)S(=O)(=O)c1ccccc1	2	1	0.0	5	-1.7	-0.5	4	1.5	-0.1	1.4	-1.1
O=C(O)CCc1ccc(S(=O)(=O)NCCc2ccccc2)cc1	0	2	2.6	-3	-1.2	0.2	1	-1.1	-0.1	0.3	-1.5
COc1cccc2c(Cl)c(CC=C(Cl)Cl)c(C)nc12	2	11	-0.4	0	-0.7	1.1	6	1.0	0.1	2.2	-1.5
O=C(Nc1ccc(Nc2cccnc2)cc1)c1c[nH]c2ccccc12	1	26	nt	25*	-0.1	-0.4	17	-0.8	-0.5	nt	-1.4
C=CCn1nc2n(c1=O)-c1ccccc1SC2	-5	4	3.0	2	-0.2	0.2	1	1.7	0.3	2.6	-1.5
O=S(=O)(c1c(F)cccc1F)N(CCc1ccc(F)cc1)C[C@@H](O)COCc1ccccc1	-7	-7	0.3	-35	-1.9	0.6	-1	-2.0	0.3	-1.3	-1.1
CN(C)c1nc2c(c(N)nn2-c2ccc(Cl)cc2)c(=O)o1	-3	8	-0.2	11	-0.1	-0.3	-5	0.1	0.4	-0.4	-1.3
COc1ccc(C(=O)N2CCC(C)(C(=O)O)C2)cc1OC (configuration not stated)	-1	-3	nt	6	-0.3	-0.7	1	-0.2	0.4	0.0	0.4
CCCCNC(=O)c1cc(-c2ccccc2)sc1N	6	5	nt	-2	0.1	-0.3	-2	0.7	0.3	nt	-1.2
Cc1nc2nc(-c3cccnc3)nn2c(C)c1Cl	4	6	1.0	-4	0.6	0.9	4	3.3	0.6	2.8	-0.3
Cc1[nH][nH]c(=O)c1C(c1c(C)[nH][nH]c1=O)c1cn(Cc2ccccc2Cl)c2ccccc12	0	-3	0.0	-12	-3.6	-0.9	7	-8.2	-1.0	-2.0	-1.1
O=C(NCCc1ccccc1)C1CC(=O)N(C2CCCCCC2)C1 (configuration not stated)	-2	-5	-0.5	-1	0.2	0.5	-4	-3.4	-0.2	-3.4	-1.6
CCC[C@H]1[C@@H](N(C)CC2CCCCC2)CC[C@@]23CCCN2C(=O)CCC[C@@H]13	nt	2	nt	0	-0.3	nt	-2	-1.6	nt	nt	-1.1
COc1ccccc1NC(=O)CNC(=O)CC12CC3CC(CC(C3)C1)C2	-1	0	0.5	-11	-0.7	-0.2	6	-1.4	0.1	-0.8	-1.3
CCCC/C=C1/[C@@H](C(C)C)N(Cc2ccc3c(c2)OCO3)C2=N[C@H](c3ccccc3)CC(=O)N21	nt	-1	nt	6	-1.2	nt	-5	1.4	nt	nt	-1.1
COc1ccc(-n2c(SCc3ccc([N+](=O)[O-])cc3)nnc2-c2ccccc2)cc1	-2	-28	-0.3	-3	2.1	-0.8	-24	-2.5	0.2	2.0	-1.3

Continued:
SMILES	SMARCA2 act	GC-A act	DAX1 inh-1	sPLA2-III inh	hcDAF12 agonist	DAX1 inh-2	GC-B act	hgDAF-12 ag	proKLK7 act	GAA850 FXN act	ssDAF-12 act
CCc1nc(N)c(C#N)c(-c2ccc(OC)c(OC)c2)c1C	0	-2	-0.8	0	-1.7	0.2	5	-4.5	0.8	3.2	-1.1
O=C(OCC(=O)N1CCCc2ccccc21)c1c(F)cccc1F	1	0	-0.1	1	4.2	0.0	-1	0.7	0.3	0.1	-1.1
COC(=O)c1ccc(N2C(=O)Nc3ccccc3N2O)cc1	0	2	0.7	1	2.2	0.1	2	1.6	-0.5	2.6	-1.1
O=C(c1cccc([N+](=O)[O-])c1)N1CCCC(C(=O)N2CCCCC2)C1 (configuration not stated)	1	4	1.6	3	-1.1	0.3	0	-1.1	-0.5	-0.1	-1.6
Cc1ccc(C)c2[nH]c(=O)c(CN(Cc3ccc4c(c3)OCO4)Cc3nnnn3Cc3ccco3)cc12	0	0	1.7	-8	0.3	-0.4	3	-2.0	0.7	-1.9	-1.3
COc1ccc(OCC(O)CNC(=O)Nc2cc(F)ccc2C)cc1 (configuration not stated)	1	4	2.3	-2	-0.6	-0.5	2	-1.1	0.0	0.6	-1.5
Cc1csc2ncnc(NCCc3ccccn3)c12	-8	0	-4.8	-2	-4.8	-2.3	-5	-5.8	-0.9	0.3	-2.6
CCOC(=O)C1(CC2CCCCO2)CCN(C(=O)NCc2ccccc2)CC1 (configuration not stated)	-1	0	-0.4	5	0.2	0.3	-5	-0.2	0.6	1.2	0.2
O=C(CN1C(=O)CNC1=O)Nc1cccc(C(F)(F)F)c1	-2	-2	1.3	-2	-0.5	-0.1	5	0.1	-0.2	1.8	-1.6
COc1ccc(/C=N/N=C2/NC(=O)C(c3ccccc3)(c3ccccc3)S2)cc1	8.3*	1	3.0	0	-0.8	-1.0	3	2.3	-0.8	-1.6	-0.6
CC(C)Oc1cc2oc(=O)c3c(c2cc1Cl)CCC3	3	-5	-0.7	-1	-0.5	-0.3	-13	1.2	-0.2	1.4	-1.5
CCN(CC(=O)NC1CCCC1)S(=O)(=O)c1ccc(C)cc1	0	2	-0.2	3	-2.0	0.2	1	-0.1	0.1	-2.0	-1.0
Cc1cc(/C=C(\C#N)C(=O)O)c(C)n1CC(C)C	0	2	0.1	0	-2.1	0.1	0	2.1	0.3	3.1	-1.4
Cc1cc(C)c(-n2c(C)cc(/C=C3/NC(=O)NC3=O)c2C)c(C)c1	-2	1	nt	18	1.4	-0.2	-2	-1.0	0.4	nt	-0.6
COc1ccc(C(=O)Nc2ccc(S(=O)(=O)Nc3cc(C)nc(C)n3)cc2)c(OC)c1	-2	2	-1.9	-13	-3.0	-0.1	3	0.6	-0.3	-2.1	-1.4
Cc1ccc(NC(=O)CSc2ccccc2NC(=O)c2ccccc2)cc1Cl	0	-6	-0.1	1	5.6*	0.4	-7	8.0	0.8	2.4	0.2
O=C(CCN1CCc2ccccc2CC1)c1ccc2c(c1)OCCO2	1	8	0.3	2	-0.7	-0.6	0	-2.0	1.0	-2.2	-1.1
COC(=O)C1=C(NC(=O)c2ccc(C)cc2)CCS1	3	-3	-0.4	-12	3.9	0.6	-4	3.7	0.3	1.0	1.9*
N#Cc1ccc[n+](CC(=O)c2ccc(Cl)cc2)c1	0	-7	1.7	-15	1.1	-0.4	0	0.4	-0.6	1.3	0.3
CCCN(C)C[C@H]1Oc2ncc(Br)cc2C(=O)N([C@@H](C)CO)C[C@@H]1C	-2	3	1.4	12	-0.3	1.1	-1	1.6	-0.3	1.5	-0.7
NNc1nc(Nc2ccccc2)nc(N2CCCCC2)n1	5	0	0.0	0	-0.3	0.3	6	-0.3	0.0	2.0	-1.5
C=CCn1c(SCC(=O)N2CCc3ccccc3C2)nc2sc(C)cc2c1=O	-1	2	0.1	-2	-0.6	-0.5	2	-0.6	-0.2	2.4	-1.1

Reformatted with each value named: part of the list above
structure: CCc1nc(N)c(C#N)c(-c2ccc(OC)c(OC)c2)c1C
  SMARCA2 act = 0
  GC-A act = -2
  DAX1 inh-1 = -0.8
  sPLA2-III inh = 0
  hcDAF12 agonist = -1.7
  DAX1 inh-2 = 0.2
  GC-B act = 5
  hgDAF-12 ag = -4.5
  proKLK7 act = 0.8
  GAA850 FXN act = 3.2
  ssDAF-12 act = -1.1

structure: COc1ccc(C(=O)Nc2ccc(S(=O)(=O)Nc3cc(C)nc(C)n3)cc2)c(OC)c1
  SMARCA2 act = -2
  GC-A act = 2
  DAX1 inh-1 = -1.9
  sPLA2-III inh = -13
  hcDAF12 agonist = -3.0
  DAX1 inh-2 = -0.1
  GC-B act = 3
  hgDAF-12 ag = 0.6
  proKLK7 act = -0.3
  GAA850 FXN act = -2.1
  ssDAF-12 act = -1.4

structure: CC(C)Oc1cc2oc(=O)c3c(c2cc1Cl)CCC3
  SMARCA2 act = 3
  GC-A act = -5
  DAX1 inh-1 = -0.7
  sPLA2-III inh = -1
  hcDAF12 agonist = -0.5
  DAX1 inh-2 = -0.3
  GC-B act = -13
  hgDAF-12 ag = 1.2
  proKLK7 act = -0.2
  GAA850 FXN act = 1.4
  ssDAF-12 act = -1.5

Single records, as listed above. Order of screens: SMARCA2 act	GC-A act	DAX1 inh-1	sPLA2-III inh	hcDAF12 agonist	DAX1 inh-2	GC-B act	hgDAF-12 ag	proKLK7 act	GAA850 FXN act	ssDAF-12 act
`Cc1csc2ncnc(NCCc3ccccn3)c12` is listed as -8	0	-4.8	-2	-4.8	-2.3	-5	-5.8	-0.9	0.3	-2.6
`Cc1cc(/C=C(\C#N)C(=O)O)c(C)n1CC(C)C` is listed as 0	2	0.1	0	-2.1	0.1	0	2.1	0.3	3.1	-1.4
`Cc1cc(C)c(-n2c(C)cc(/C=C3/NC(=O)NC3=O)c2C)c(C)c1` is listed as -2	1	nt	18	1.4	-0.2	-2	-1.0	0.4	nt	-0.6

Compounds as they come; 6.7% or so of the library scored in one or more.
